Screening results: PubChem BioAssay, Broad Institute
C2C12 statin = protects C2C12 myotubes from simvastatin toxicity; 330,000 tested, 0.78% active; AID 602340; rescue of ATP level, % at 7.49 µM; ATP luminescence, 48 h; scaled: DMSO 0, geranylgeraniol control 100;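 active = mean ATP rescue above about 67%, or every replicate alone reaching that limit, limit read from the data, passing the limit was not always enough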;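 also: myotubes were challenged with 10 µM simvastatin during compound exposure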
PglD DTNB = blocks C. jejuni PglD acetyltransferase activity | inhibition, % at 12.5 µM | purified PglD enzyme, DTNB colorimetric CoA detection | AID 602405 | 360,000 tested, 0.098% active; in the data active = inhibition above about 16%, passing the limit was not always enough; also: strong numbers were not always called active
PAX8 reporter = lowers PAX8-driven luciferase in RMG-I cells; AID 652154; RMG-I TPO-luciferase reporter, SteadyGlo, 24 h; inhibition, % at 12.6 µM; 360,000 tested, 1.2% active;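 active = mean replicate inhibition at least 60% with every replicate also reaching 60%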;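 also: luciferase light reporting Pax8 driven TPO promoter activity; plate controls were median of neutral control wells for no effect and mitoxantrone controls for full effect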
PGC1a acetyl inh = lowers PGC1a acetylation signal in U2OS cells; AlphaScreen anti-acetyl-lysine; with virally co-expressed GCN5 acetyltransferase; inhibition, % at 15.6 µM; AID 651687; 350,000 tested, 0.17% active;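 active = every replicate shows inhibition of at least 40%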;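 also: 0% = neutral control wells and 100% = positive control wells; some results beyond the cut were filed as inactive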
INS-1E GSIS act = GLuc luminescence reporter in INS-1E cells, primary screen for activators of glucose-dependent secretion of insulin; 370,000 tested, 0.61% active; AID 743287; activation, % at 16.6 µM; INS-1E GLuc reporter insulin secretion, 2-3 h;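 active = lowest replicate activation of at least 40%, so every replicate reaches that level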;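 also: 0% = median of neutral control wells and 100% = median of IBMX positive control wells; some compounds called inactive have numbers as strong as hits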
LGR2 inh = blocks bursicon-induced cAMP signaling via Drosophila LGR2 | HEK293 LGR2, CRE-luciferase, bursicon-stimulated, 4 h | inhibition, % at 9.99 µM | 380,000 tested, 0.35% active;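 active = drop in luminescence signal, shown as inhibition above about 50% in the replicate tests, limit read from the data, passing the limit was not always enough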;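 also: agonist challenge used bursicon conditioned medium at about half maximal strength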
ARNT TACC3 PPI = ARNT/TACC3 interaction disruption; AlphaScreen His-ARNT PAS-B/GST-TACC3 binding, luminescence; TACC3 fragment carries E629A point mutation; 390,000 tested, 0.66% active; inhibition, % at 9.99 µM; Q9Y6A5;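 active = mean inhibition of replicates at least 50% and at least half of replicates each reaching 50%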;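 also: 0% = complete ARNT plus TACC3 wells and 100% = ARNT alone without TACC3; many hits fall short of the cut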
Cneo AK release = Cryptococcus neoformans lysis via adenylate kinase release; 360,000 tested, 0.2% active; C. neoformans lysis, adenylate kinase release luminescence, 4 h; normalised: neutral wells 0, clomiphene wells 100; lysis activity, % at 15 µM;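 active = mean lysis activity across replicates of at least 80%, whatever share of replicates individually reach that level; inactive = mean lysis activity below 80%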
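Material – Cryptococcus neoformans yeast cells · Quantity – 5 × 10^6 yeast cells/mL · Buffer or medium – YPD medium · Compound – single dose · Timing – 4 h static compound exposure, 37 °C, read 1 h post-reagent · Signal – adenylate kinase release luminescence · Read-out basis – lysis from increased AK signal · Benchmarks – Clomiphene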
Starred values were filed as active, the others as inactive; nt = not tested or not shown.

SMILES | C2C12 statin | PglD DTNB | PAX8 reporter | PGC1a acetyl inh | INS-1E GSIS act | LGR2 inh | ARNT TACC3 PPI | Cneo AK release
Cc1ccccc1N=C1NC(=O)/C(=C/c2cccnc2)S1 | nt | -3 | -22 | 9 | nt | nt | 0 | -2
O=C(NCC[C@@H]1CC[C@H](NC(=O)C2CCCC2)[C@@H](CO)O1)c1cc(Cl)cc(Cl)c1 | 5 | 0 | 14 | -9 | -5 | 11 | 4 | 1
CCNC(=S)N(Cc1cc2cccc(C)c2[nH]c1=O)C1CCCC1 | nt | -1 | 19 | 5 | 1 | -6 | -5 | -2
COc1ccc(OC)c(C2C(C(=O)c3cccs3)=C(O)C(=O)N2c2cc(C)on2)c1 (stereo unspecified) | 8 | -8 | -10 | 8 | nt | nt | -3 | 2
CC(O)(c1cccc(F)c1)c1nc(-c2cccc(C(=O)O)c2)cs1 (stereo unspecified) | 0 | 7 | -93 | 1 | nt | nt | nt | 0
Cc1ccc(S(=O)(=O)Nc2ccc3c(c2)C(=O)N([C@H](C)CO)C[C@@H](C)[C@@H](CN(C)C(=O)c2ccccc2)OCCCC[C@H](C)O3)cc1 | nt | 0 | -24 | 11 | -15 | -12 | 17 | 2
CCOC(=O)N1CCN(C(=O)COc2ccc(Cl)cc2)CC1 | -6 | -4 | nt | 2 | 0 | -2 | -2 | -1
COc1ccc(NC(=O)N[C@@H]2CC[C@H](CCNC(=O)Nc3cc(F)ccc3F)O[C@H]2CO)cc1 | 6 | 3 | nt | 0 | -19 | -21 | 11 | 1
Cc1cccc(N(C(=O)c2snc(C(N)=O)c2N)C(C(=O)NC2CCCC2)c2ccco2)c1 (stereo unspecified) | 3 | -3 | 19 | nt | 10 | -5 | -4 | 3
CCOc1ccc2c(c1)n([O-])c1c([n+]2=O)CCCC1 | -17 | 2 | nt | 6 | nt | nt | 12 | -3
CCC(=O)N1C[C@@H](O)COC[C@H]2O[C@@H](CC(=O)N3CCCCC3)CC[C@@H]21 | -14 | 1 | -1 | -3 | 9 | 5 | 0 | -3
CC1CCN(CCCCOc2cccc(C(C)C)c2)CC1 | 3 | -2 | -49 | -27 | 19 | 6 | -10 | -3
O=C(/C=C/Nc1ccccc1F)c1cccs1 | nt | nt | 25 | nt | -6 | 80* | -9 | nt
CS(=O)(=O)N(CC(=O)NCc1ccco1)c1ccc2c(c1)OCO2 | 1 | 6 | nt | -4 | nt | nt | 1 | 0
CC(C)(O)c1cc2ccc(C#Cc3ccsc3)cc2c(=O)o1 | 2 | -4 | -74 | nt | -9 | -91 | 1 | -3
Cc1cc(=O)n(CNC(=O)c2ccccc2)c(=S)[nH]1 | -4 | 1 | nt | 2 | 10 | -4 | 13 | 2
CC(C)(C)OC(=O)N1CCC(C(N)=O)CC1 | 0 | 2 | -16 | -4 | nt | -5 | 24 | 0
Cc1ccc(Cc2nnc(SCC(=O)Nc3ccccc3)[nH]c2=O)cc1 | 16 | 1 | 2 | nt | 5 | 5 | 2 | 0
COc1ccccc1-c1ccc2c(c1)O[C@@H](CN(C)C(=O)c1cccnc1)[C@@H](C)CN([C@@H](C)CO)S2(=O)=O | 2 | 3 | 5 | 1 | 4 | 0 | -3 | 46
Cc1ccc(S(=O)(=O)N(C)C[C@H]2Oc3ccc(NS(=O)(=O)c4cn(C)cn4)cc3C(=O)N([C@@H](C)CO)C[C@@H]2C)cc1 | -23 | nt | -3 | 0 | 21 | -11 | nt | nt
C[C@@H]1CN([C@@H](C)CO)C(=O)c2cc(NS(=O)(=O)c3ccccc3)ccc2O[C@@H](C)CCCCO[C@H]1CN(C)C(=O)C1CCCCC1 | 62 | 1 | -2 | -1 | -10 | -4 | -4 | -1
Cc1ccc(NC(=O)c2cccc(NC(=O)CCC(=O)O)c2)cc1C | 5 | nt | 2 | 11 | 8 | nt | -1 | nt
CCN1CCCC1CNC(=O)Cn1nc(C)n2c(cc3cc(F)ccc32)c1=O (stereo unspecified) | -1 | 0 | -4 | -6 | -7 | -7 | -5 | -4
COc1ccc(/C=C(\NC(=O)c2ccco2)C(=O)N2CCOCC2)cc1 | 7 | nt | -1 | 8 | 10 | 14 | 0 | nt
COC(=O)NC(Nc1sc2c(c1C(N)=O)CCCC2)(C(=O)OC)C(F)(F)F (stereo unspecified) | -5 | 4 | 2 | -14 | nt | nt | 5 | 2
N#CCSc1nnc(N)s1 | -14 | 4 | nt | 7 | 8 | 3 | -4 | 3
CC(=O)N(C)c1ccc(NC(=S)NC(=O)/C=C/c2ccco2)cc1 | -2 | 0 | -15 | -3 | -9 | 12 | 7 | 0
O=C(NCc1nnc2c(C(F)(F)F)cc(Cl)cn12)c1cccnc1 | -5 | -4 | -2 | 10 | 18 | 14 | -4 | 0
O=C(NCCS(=O)(=O)N1CCCCC1)c1ccc2c(c1)OCO2 | 5 | 5 | -7 | -5 | -4 | -15 | -2 | 1
CC(=O)NC(c1cccc(F)c1)c1nc(/C=C/c2ccccc2)cs1 (stereo unspecified) | 6 | 8 | -3 | 17 | nt | -6 | nt | 1
CCN(CC)CCOc1nnc(-c2ccc(OC)cc2)c2ccccc12 | 12 | -2 | 0 | nt | 7 | -8 | -11 | -1
CN(C[C@@H]1N[C@@H](CO)[C@@H]1c1ccc(C2=CCCC2)cc1)S(C)(=O)=O | -9 | 1 | 1 | -1 | 9 | 0 | 3 | 51
CN(C)/C=C/C(=O)c1cc(N2CCOCC2)ccc1[N+](=O)[O-] | 16 | -5 | -1 | 5 | -2 | -1 | 7 | 1
COC(=O)C1N[C@@H]([C@@H](NC(=O)COc2ccccc2)C(=O)NC2CC2)SC1(C)C (stereo partly specified) | 9 | 1 | 2 | -8 | -4 | -4 | -5 | 1
CCOC(=O)c1cnc2c(C(F)(F)F)cccc2c1N1CCOCC1 | nt | 1 | nt | 1 | -9 | -22 | 4 | 0
CCOC(=O)CCc1c(C)c2ccc(OCC(=O)N3CCOCC3)c(C)c2oc1=O | nt | 6 | 8 | -3 | 19 | 7 | -12 | 1
C[C@H]1CN([C@@H](C)CO)C(=O)c2c(c3ccccc3n2C)-c2ccccc2CO[C@@H]1CN(C)C(=O)NC1CCCCC1 | nt | 2 | -3 | -5 | 10 | nt | nt | nt
CCCCCn1c(CN2CCN(c3cccc(Cl)c3)CC2)nc2c1c(=O)n(C)c(=O)n2C | 18 | -3 | nt | -5 | -25 | 20 | -4 | -1
Cc1c(N=Cc2cc(Br)cc(Br)c2O)cccc1C(=O)O | nt | nt | -13 | nt | -18 | 5 | -2 | nt
C[C@H]1CN([C@@H](C)CO)C(=O)c2cc(-c3cccc(C#N)c3)cnc2O[C@@H]1CN(C)Cc1cncnc1 | -23 | 2 | nt | 5 | 1 | -3 | -4 | -1

Shown as tab-separated lines: three of the compounds above
SMILES	C2C12 statin	PglD DTNB	PAX8 reporter	PGC1a acetyl inh	INS-1E GSIS act	LGR2 inh	ARNT TACC3 PPI	Cneo AK release
CCN(CC)CCOc1nnc(-c2ccc(OC)cc2)c2ccccc12	12	-2	0	nt	7	-8	-11	-1
CN(C[C@@H]1N[C@@H](CO)[C@@H]1c1ccc(C2=CCCC2)cc1)S(C)(=O)=O	-9	1	1	-1	9	0	3	51
CN(C)/C=C/C(=O)c1cc(N2CCOCC2)ccc1[N+](=O)[O-]	16	-5	-1	5	-2	-1	7	1

(next part)
SMILES | C2C12 statin | PglD DTNB | PAX8 reporter | PGC1a acetyl inh | INS-1E GSIS act | LGR2 inh | ARNT TACC3 PPI | Cneo AK release
COc1cc2nc(N3CCNCC3)nc(N)c2cc1OC | 1 | 6 | nt | 4 | nt | nt | 31 | 4
CCCn1c(SCC(=O)N2CCCC2=O)nc2ccccc2c1=O | 10 | 1 | nt | 11 | 46* | -11 | 1 | -2
CCOC(=O)N1CCN(C(=O)CCc2cc(OC)c(OC)c(OC)c2)CC1 | 4 | -1 | 7 | nt | 12 | 0 | -3 | 0
O=C(NNc1nc2c(F)cccc2s1)C1=COCCO1 | 9 | -1 | 6 | -6 | -9 | 0 | 3 | 18
O=C1CC2(CCN(C(=O)C3CC(=O)N(c4ccc(F)cc4)C3)CC2)Oc2ccccc21 (stereo unspecified) | 0 | 1 | 17 | -3 | -12 | 0 | 0 | 8
CC(=O)Nc1ccc(N2C(=O)CC(N3CC(C)OC(C)C3)C2=O)cc1 (stereo unspecified) | 0 | 2 | nt | nt | -2 | 7 | -4 | 2
COc1ccccc1C(=O)NCCC(=O)Nc1ccc(C)cn1 | -10 | 1 | 19 | 6 | 4 | -13 | -2 | -8
C[C@H]1CCCCO[C@@H](CN(C)CC2CCCCC2)[C@@H](C)CN([C@@H](C)CO)C(=O)c2cc(NS(=O)(=O)c3cn(C)cn3)ccc2O1 | 10 | -1 | -5 | nt | 9 | 23 | -4 | -2
COc1ccccc1NC(=O)C1CCCN1C(=O)NCc1ccccc1 (stereo unspecified) | 8 | 6 | -2 | -15 | nt | nt | 1 | 0
COc1ccc(/C=C2\COc3ccccc3C2=O)c(OC)c1 | -45 | -11 | -34 | nt | -8 | -50 | -12 | -7
CC(=O)Nc1ccc(C(=O)Nc2cc(C(F)(F)F)ccc2-n2cnc3ccccc32)cc1 | nt | nt | 5 | nt | 6 | -5 | 30 | nt
COc1ccc(S(=O)(=O)N(C)C[C@H]2Oc3c(NC(=O)Nc4cccc5ccccc45)cccc3C(=O)N([C@H](C)CO)C[C@H]2C)cc1 | nt | 0 | nt | 15 | -6 | -5 | -1 | 3
CCC(=O)N1[C@@H]2Cn3c(ccc(C4=CCCCC4)c3=O)[C@H]1[C@@H](C(=O)N[C@@H](C)c1ccccc1)[C@@H]2CO | 29 | 0 | nt | nt | 2 | 7 | -2 | 4
COc1ccc(CN(C(=O)CO/N=C/c2ccccc2)c2ccccc2C(=O)O)cc1 | nt | nt | 5 | nt | -1 | -18 | 1 | nt
Cc1ccc(-c2n[nH]c(=S)n2/N=C/c2c(C)[nH]n(-c3ccccc3)c2=O)cc1 | -6 | -1 | -3 | 7 | -5 | 16 | 10 | -19
CCS(=O)(=O)Nc1ccc2c(c1)C(=O)N(C)C[C@H](OC)[C@@H](C)CN(Cc1ccccn1)[C@@H](C)CO2 | 8 | 1 | -10 | -3 | 0 | 7 | 3 | -1
O=C(/C=C/Nc1cccc(C(F)(F)F)c1)c1ccc(Oc2ncccn2)cc1 | -11 | -2 | nt | -3 | nt | nt | 1 | 0
CCc1ccc(N2CC(C(=O)N(CC)CC(=O)Nc3c(F)cccc3F)CC2=O)cc1 (stereo unspecified) | -6 | -4 | -12 | -3 | nt | -4 | nt | -1
COC(=O)[C@@H]1[C@@H](CO)[C@@H]2Cn3c(ccc(-c4ccccc4)c3=O)[C@@H]2N1Cc1ccccn1 | -38 | 6 | nt | nt | -1 | -8 | 14 | -2
CC(O)Cc1cn([C@@H](CCCCN)C(=O)N2CCNCC2)nn1 (stereo partly specified) | 2 | -5 | -21 | nt | 14 | -2 | -4 | 2
CCCCCC(=O)N/N=C(\C)c1ccc(Cl)cc1 | -33 | 0 | nt | -11 | -2 | -40 | 1 | 0
Oc1ccccc1CC=NC1CCCCC1 | 2 | nt | 17 | -4 | 1 | 2 | -2 | nt
O=C(CN1CCN(Cc2ccc(F)cc2)C1=O)NC1CCCC1 | 9 | -3 | 1 | 2 | nt | -13 | -2 | 2

2 successive entries out of the list so far, for reference:
SMILES | C2C12 statin | PglD DTNB | PAX8 reporter | PGC1a acetyl inh | INS-1E GSIS act | LGR2 inh | ARNT TACC3 PPI | Cneo AK release
Oc1ccccc1CC=NC1CCCCC1 | 2 | nt | 17 | -4 | 1 | 2 | -2 | nt
O=C(CN1CCN(Cc2ccc(F)cc2)C1=O)NC1CCCC1 | 9 | -3 | 1 | 2 | nt | -13 | -2 | 2
